# From PubChem
# BAP1 block: human BAP1 deubiquitinase inhibition; Q92560; recombinant BAP1, Ub-AMC hydrolysis fluorescence kinetic; stronger effect = lower value; AID 436; 0.48% of 72,000 active; activity remaining (% of control), % at 20 µM;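 active = activity remaining at or below 50% of control, provided the compound also passes the data quality filters; inactive = the rest, including low values that fail the filters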;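 note: 100% = DMSO wells rate and 0% = substrate alone blank rate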
# Target sequence (Q92560 whole entry, looked up): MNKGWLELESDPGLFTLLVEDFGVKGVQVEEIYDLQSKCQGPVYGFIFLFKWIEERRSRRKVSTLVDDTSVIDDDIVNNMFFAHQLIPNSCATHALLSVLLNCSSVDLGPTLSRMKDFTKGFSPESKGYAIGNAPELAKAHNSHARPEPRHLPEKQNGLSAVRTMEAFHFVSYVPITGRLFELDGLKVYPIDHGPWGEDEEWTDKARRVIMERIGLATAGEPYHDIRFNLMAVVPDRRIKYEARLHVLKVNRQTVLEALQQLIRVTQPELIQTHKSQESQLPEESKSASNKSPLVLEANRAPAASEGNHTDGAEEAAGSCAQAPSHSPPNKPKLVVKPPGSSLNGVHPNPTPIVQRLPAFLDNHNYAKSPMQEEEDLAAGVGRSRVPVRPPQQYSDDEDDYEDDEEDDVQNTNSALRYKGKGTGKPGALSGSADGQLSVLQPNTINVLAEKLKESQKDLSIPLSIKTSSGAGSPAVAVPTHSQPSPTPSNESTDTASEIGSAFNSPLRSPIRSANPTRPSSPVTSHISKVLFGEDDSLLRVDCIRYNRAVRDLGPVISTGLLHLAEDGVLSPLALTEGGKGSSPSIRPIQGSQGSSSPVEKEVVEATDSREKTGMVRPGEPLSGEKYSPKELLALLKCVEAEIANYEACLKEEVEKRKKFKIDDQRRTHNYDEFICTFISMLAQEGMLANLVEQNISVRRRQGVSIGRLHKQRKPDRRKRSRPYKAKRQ
# HePTP inh: human HePTP phosphatase inhibition; P35236; recombinant HePTP phosphatase activity, OD absorbance; inhibition, % at 20 µM; 0.64% of 110,000 active; AID 521; in the data active = inhibition above about 50%;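 note: plate controls were vehicle for no effect and reference inhibitor for full effect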
# Target sequence (P35236 whole entry, looked up): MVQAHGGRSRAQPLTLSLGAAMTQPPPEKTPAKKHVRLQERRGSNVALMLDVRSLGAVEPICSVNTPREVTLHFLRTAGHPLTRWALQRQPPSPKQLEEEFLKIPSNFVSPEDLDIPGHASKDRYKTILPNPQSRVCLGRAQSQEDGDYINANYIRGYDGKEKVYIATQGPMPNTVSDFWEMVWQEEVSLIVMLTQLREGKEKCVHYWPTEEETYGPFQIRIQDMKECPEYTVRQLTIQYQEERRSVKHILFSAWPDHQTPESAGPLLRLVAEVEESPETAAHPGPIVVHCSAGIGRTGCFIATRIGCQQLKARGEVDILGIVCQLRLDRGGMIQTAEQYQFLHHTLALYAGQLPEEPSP
# Starred values were filed as active, the others as inactive; · = no result given; & = joins results of further samples.
BAP1 block | HePTP inh | mol
96 | 3 | COc1ccc(CC(CC(=O)O)C(=O)Nc2ccccc2)cc1 (centres undefined)
92 | 5 | CCNc1nc(NC(C)(C)C)nc(N(C#N)CC)n1
104 | 12 | CCCCSc1nnc(-c2cc(Br)ccc2N)c(=O)[nH]1
86 | 6 | O=C(OCc1nnc(-c2ccccc2)o1)c1ccc2c(c1)OCO2
97 | 7&6 | COc1ccc(/C=N/n2cnnc2)cc1COc1ccccn1
86 | 2 | COc1cccc(C2=NOC(C(=O)N3CCN(C(=O)c4ccco4)CC3)C2)c1 (centres undefined)
96 | 4 | Cc1ccc(NC(=O)COC(=O)C2=COCCO2)cc1
58 | 6 | O=C(CN1CCOCC1)Nc1ccc(NC(=O)CN2CCOCC2)c(Cl)c1
· | 8 | CSc1nnc2n(-c3ccc(C)cc3)c(=O)c3c4c(sc3n12)CCCC4
87 | -8 | Cc1ccc(/C(=C\CN2CCCC2)c2ccccn2)cc1
95 | -9 | C(=C\CSc1ncn[nH]1)/CSc1ncn[nH]1
· | 16 | O=C(/C=C/c1ccco1)N(Cc1ccccc1)Cc1ccccc1
109 | 5 | CN(c1ccc(C(=O)NCc2ccc3c(c2)OCO3)cc1)S(C)(=O)=O
· | 2 | Cc1ccc(S(=O)(=O)NNC(=O)c2ccoc2C)cc1
98 | 2 | Cn1c(CN2CCOCC2)c(C#N)c2ccccc21
· | 9 | O=C(CSc1oc(-c2ccccc2)nc1S(=O)(=O)c1ccc(F)cc1)NCC1CCCO1 (centres undefined)
96 | -3&-9 | C(=N\n1cnnc1SCc1ccccc1)/c1ccco1
· | 7 | CCN(CC)c1ccc(/C=C2\C(=O)NC(=O)N(c3ccc(Br)c(C)c3)C2=O)o1
103 | · | O=C(Cc1ccc(Cl)cc1)c1ccc(O)cc1O
· | -7 | Nc1nnc(COc2ccc(Cl)cc2)s1
· | 5 | O=C1C(=Cc2cccc(Cl)c2)C(=O)c2ccccc21
· | 5 | O=C(Nc1cc(C(F)(F)F)cc(C(F)(F)F)c1)c1cccc([N+](=O)[O-])c1
64 | 7 | O=C(CSC1=NCCS1)N1CCc2ccccc21
88 | -2 | COc1cc2[nH]c(=S)nc(NCC3CCCO3)c2cc1OC (centres undefined)

# In the list so far, three contain an NH in an aromatic ring:
BAP1 block | HePTP inh | mol
104 | 12 | CCCCSc1nnc(-c2cc(Br)ccc2N)c(=O)[nH]1
95 | -9 | C(=C\CSc1ncn[nH]1)/CSc1ncn[nH]1
88 | -2 | COc1cc2[nH]c(=S)nc(NCC3CCCO3)c2cc1OC (centres undefined)

# The results go on:
BAP1 block | HePTP inh | mol
106 | 2 | Cc1ccc2ncnc(Nc3ccc(I)cc3)c2c1
81 | -6 | O=C(CC1Nc2ccccc2NC1=O)NCc1cccnc1 (centres undefined)
93 | 8 | CCS(=O)(=O)N1CCCC(C(=O)NCCN2CCC(Cc3ccccc3)CC2)C1 (centres undefined)
87 | 3 | CCOC(=O)CSc1nnc(-c2ccco2)n1-c1ccc(C)cc1
158 | 8 | Nc1nnc(SCC(=O)NCc2ccc3c(c2)OCO3)s1
62 | 4 | CSc1nnc(-c2ccccc2Cl)n1N
· | -8 | CCOc1ccccc1NC(=O)c1ccc(OC)cc1
92 | -7 | Cc1cccc2c1N(CC(=O)OC(C)C)C(=O)C2=O
93 | -5 | COCCn1c(SCc2ccc(C(=O)OC)o2)nc2ccccc2c1=O
· | 10 | COc1ccc(NC(=O)COc2cccc3ccccc23)c(OC)c1
89 | 5 | COC(=O)c1ccc(OCC2c3cc(OC)c(OC)cc3CCN2C(=O)C2CC2)cc1 (centres undefined)
· | -15 | N#CC1=C2C=CC=CN2CC1=O
· | 2 | CC(=O)Oc1cccc(C(=O)Nc2ccc(OCC(=O)O)cc2)c1
· | -1 | O=C1C(=O)N(c2cccc(Cl)c2)C(c2ccccc2)/C1=C(\O)c1ccccc1 (centres undefined)
88 | 6 | Cc1ccccc1-n1nc2c(c1NC(=O)c1cc3ccccc3oc1=O)CS(=O)(=O)C2
· | 10 | CC(NC(=O)CN(Cc1ccccc1)S(=O)(=O)c1ccccc1)c1ccccc1 (centres undefined)

# Ordered by the number under HePTP inh (descending): some entries from above
BAP1 block | HePTP inh | mol
· | 10 | CC(NC(=O)CN(Cc1ccccc1)S(=O)(=O)c1ccccc1)c1ccccc1 (centres undefined)
89 | 5 | COC(=O)c1ccc(OCC2c3cc(OC)c(OC)cc3CCN2C(=O)C2CC2)cc1 (centres undefined)
93 | -5 | COCCn1c(SCc2ccc(C(=O)OC)o2)nc2ccccc2c1=O
· | -15 | N#CC1=C2C=CC=CN2CC1=O

# The listing continues.
BAP1 block | HePTP inh | mol
84 | 1 | CCOc1ccccc1N1CCN(S(=O)(=O)c2ccc(F)c(F)c2)CC1
· | -5 | COc1ccc(C(=CCl)c2ccc(OC)cc2)cc1
· | -3 | COc1ccc(NC(=O)CCCN2C(=O)c3cccc4cccc(c34)C2=O)cc1
· | 0 | Cc1ccc(/C=C/C(=O)Nc2cccc3ncccc23)o1
94 | -11 | COc1ccc(N(C)C(=O)CCS(=O)(=O)c2cccc3nonc23)c(OC)c1
109 | 3 | CCCCN(CC)C(=O)CSc1cc(=O)n(C)c2ccccc12
114 | -8 | COc1cc(NS(=O)(=O)c2ccc(C)cc2C)cc(OC)c1OC
94 | 0 | CS(=O)(=O)N1CCN(c2nc3ccccc3s2)CC1

# Compound profiles (already shown).
# `COc1ccc(NC(=O)CCCN2C(=O)c3cccc4cccc(c34)C2=O)cc1` as listed: BAP1 block = ·; HePTP inh = -3
# `CS(=O)(=O)N1CCN(c2nc3ccccc3s2)CC1` as listed: BAP1 block = 94; HePTP inh = 0

# (next part)
BAP1 block | HePTP inh | mol
· | 5 | O=S(=O)(c1ccc2ccccc2c1)N1CCC(Cc2ccccc2)CC1
87 | -10 | Cc1ccc(S(=O)(=O)NCC(C)NS(=O)(=O)c2ccc(C)cc2)cc1 (centres undefined)
119 | 3 | CC(=O)c1c(C)[nH]c(C(=O)OCC(=O)Nc2cc(C)on2)c1C
92 | 5&-6 | O=C(c1ccccc1)N1CCN(c2ccc(Cl)cc2)CC1
98 | 5 | Cn1c(=O)c(-c2ccccc2N)nc2ccccc21
· | 6 | Cc1ccc(OCC(=O)Nc2ccc3oc(-c4cccnc4)nc3c2)cc1
106 | 10 | CCOC(=O)C1=C(N)OC2=C(C(=O)CC(C)(C)C2)C1c1cccnc1 (centres undefined)
· | 7 | COc1ccc(NC(=O)C2COc3ccccc3O2)c(OC)c1 (centres undefined)
· | 7 | O=C(N/N=C/c1ccc(OC(=O)c2ccco2)cc1)c1ccncc1
· | -4 | O=C(O)C(Cc1ccccc1)N1C(=O)/C(=C/c2ccccc2Cl)SC1=S (centres undefined)
· | -5 | O=C(Nc1ccccc1Cl)Nc1cccc2cccnc12
100 | -7 | CCS(=O)(=O)c1ccc2oc(Nc3ccccc3C)nc2c1
97 | 2 | Cc1cccn2c(=O)c3cc(C#N)c(=N)n(Cc4cccnc4)c3nc12
102 | -4 | Cc1cc(NC(=O)CCC(=O)N(Cc2ccco2)C2(C(=O)NC3CCCCC3)CCN(C)CC2)no1
107 | 4 | O=C(COC(=O)c1ccc2c(c1)OCO2)NCc1ccc(Cl)cc1
95 | 4 | Cc1c(Cl)cccc1N(CC(=O)NC1CCCCC1)S(C)(=O)=O
· | 0 | COc1ccccc1OCc1ccc(C(=O)O)cc1
135 | · | CCn1c2ccccc2c2nnc(SCC(=O)N3CC(C)OC(C)C3)nc21 (centres undefined)
86 | -4 | CC(=O)n1nc(-c2ccco2)nc1N
104 | -12 | O=C(CNS(=O)(=O)c1cccs1)N1CCN(c2ccccn2)CC1
97 | -1 | COC(=O)C1=[N+]([O-])OC(C(=O)OC)C1c1c[nH]c2ccccc12 (centres undefined)
118 | 7 | CC(Oc1ccccc1Cl)C(=O)N(Cc1ccco1)C1CCS(=O)(=O)C1 (centres undefined)
· | -9 | COCCNC(=O)C(=O)NCc1ccc(C)cc1
· | -8 | CCN(CC)c1ccc(NC(=O)CCCOc2ccccc2)cc1
· | 57* | COc1ccc(/C=C/C(=O)Nc2ccc3nn(-c4ccc(F)cc4)nc3c2)cc1
112 | 6 | COc1ccc(NC(=O)CN2CCC(NC(=O)C3CCCCC3)CC2)cc1
96 | 3 | CCOc1ccccc1NC(=O)CSc1nnc2c(CC)c(C)nc(N)n12
· | 6 | CC(C)(C)C(=O)NNC(=O)c1cc(Cl)ccc1O
93 | -6 | Cc1cccc(-n2c(Cc3cc(=O)[nH]c(=O)[nH]3)nnc2SCC(=O)NCC2CCCO2)c1 (centres undefined)
98 | -8 | CSc1cccc(NC(=O)CN(c2cc(C)ccc2C)S(C)(=O)=O)c1
· | -15 | CCOC(=O)COc1c(Br)cc(/C=C(\C#N)c2nn(CCO)c(N)c2C#N)cc1OCC
· | 8 | Cn1cccc1CN1CCN(C(=O)c2cccc(Cl)c2)CC1
104 | 5 | Cc1ccc(NS(=O)(=O)c2ccc(C(=O)N3CCCN(C)CC3)cc2)cc1
· | 2 | CC1=C(C(=O)OC2CCCC2)C(c2ccccc2[N+](=O)[O-])C2=C(CC(C)(C)CC2=O)N1 (centres undefined)
· | 6 | CSc1nc(-c2ccccc2)nc(N)c1C(C)=O
· | -1 | CCOc1ccc(NC(=O)c2cccc3c(Br)cccc23)cc1
91 | 8 | COc1ccc(Oc2nc3c(c(=O)n(C)c(=O)n3C)n2Cc2cccc(OC)c2)cc1
104 | 6 | NS(=O)(=O)c1cccc(C(=O)Nc2ccc([N+](=O)[O-])cc2)c1
· | 12 | CCCCOc1ccc2nsnc2c1Cl
108 | 6 | Cc1ccc(C)c(NC(=O)CCN2CC(C)OC(C)C2)c1 (centres undefined)
· | -4 | CC(C)OC(=O)C(C(=O)C(F)(F)F)c1cc(NS(=O)(=O)c2ccc(Cl)cc2)ccc1O (centres undefined)
95 | -11 | O=C(CC1Oc2ccccc2NC1=O)NCCCN1CCCC1=O (centres undefined)
90 | 8 | CC12CCC(C(=O)Nc3cccnc3)(CC1=O)C2(C)C (centres undefined)
99 | 4 | O=C1NCCN1Cc1ccccc1F
83 | · | COc1cc(C2NC(=O)C(C)S2)cc(OC)c1OC (centres undefined)
108 | 4 | OCCn1c(SC2CCCCC2)nc2ccccc21
54 | · | CC(C)(C)c1ccc(C(=O)Nc2cccc(NC(=O)c3cccc4ccccc34)c2)cc1
· | 5 | COc1cccc(C2C(C(=O)OC3CCCC3)=C(C)NC3=C2C(=O)CC(C)(C)C3)c1 (centres undefined)
· | 11 | COC(=O)c1cc(C(=O)Nc2ccc(Br)cc2F)cc([N+](=O)[O-])c1
· | 8 | Cc1onc(-c2ccccc2)c1C(=O)Nc1ccc2c(C)cc(=O)oc2c1
86 | 16 | CCCCCn1c2nc3ccccc3nc2c2c(=O)n(CC(C)C)cnc21
112 | 6 | O=C(NCc1nnc(SC/C=C/c2ccccc2)o1)c1ccco1
· | -14 | COc1ccc(-c2cc(/N=C/C(C(C)=O)=C(\C)O)n(-c3ccccc3)n2)cc1
· | -5 | COC(=O)CN1C(=O)Nc2ccc(Br)cc2C1c1ccccc1Cl (centres undefined)
· | -7 | Cc1nc(NNC(=O)c2ccc(Cl)cc2)cc(-c2ccccc2)n1
87 | 7 | O=C(Cn1c(=O)oc2cc(S(=O)(=O)N3CCc4ccccc43)ccc21)NC1CCCC1

# The list goes on.
BAP1 block | HePTP inh | mol
107 | 7 | COc1ccc(N2CCN(c3ccc(N)cc3C#N)CC2)cc1
86 | 0 | CCOC(=O)C1CCN(S(=O)(=O)c2c(C)n[nH]c2C)CC1
· | -2 | CC(C)(C)C1CCc2c(sc(NC(=O)c3ccncc3)c2C#N)C1 (centres undefined)
· | 9 | O=C(CSC1CC(=O)N(c2ccc(C(=O)O)cc2)C1=O)Nc1ccc(Cl)cc1 (centres undefined)
· | 17 | Cc1cc(C=C2C(=O)NC(=S)NC2=O)c(C)n1-c1ccc(N2CCOCC2)cc1
84 | -2 | COc1ccc(CCNC(=O)Cn2c(=O)cnc3ccccc32)cc1
88 | 9 | Fc1ccc(C2CC(c3ccccc3)Nc3ncnn32)cc1 (centres undefined)
71 | · | CCCCCCc1cc2c(=O)c(-c3ccccc3)coc2cc1OC
103 | -18 | CCOc1ccc(Cc2nn[nH]n2)cc1
· | 6 | CC(C)(CNC(=O)c1cccnc1)CNC(=O)c1cccnc1
· | 0 | O=C1C(Nc2ccccc2)=CC(c2cccc([N+](=O)[O-])c2)N1c1ccccc1 (centres undefined)
118 | 5 | Cc1ccccc1OCCN1C(=O)NC2(CCc3ccccc32)C1=O (centres undefined)
114 | 9 | O=C(Oc1ccc2c(c1)OCO2)c1ccncc1
· | 1 | CCOc1cc(OCC)cc(C(=O)Nc2cccc(S(N)(=O)=O)c2)c1
99 | 9 | COc1cc2c(cc1OC)C(C(=O)Nc1ccc3c(c1)OCCO3)C1c3ccccc3CCN1C2=O (centres undefined)
109 | -3 | O=C(CSc1nccn1-c1ccc(F)cc1)Nc1ccc2c(c1)OCO2
92 | 0 | CC(=O)NC(CCS(C)(=O)=O)C(=O)Nc1c(C)cccc1C (centres undefined)
· | -10 | C=CCSc1nc2sc3c(c2c(=O)n1CCc1ccccc1)CC(C)(C)OC3
92 | 2 | O=C(CN1CC(=O)Oc2ccccc21)OCC(=O)c1cccc(Br)c1
· | 7 | COc1cc(OC)c(OC)cc1CN1CCN(C2CCC(C)CC2)CC1 (centres undefined)
82 | -8 | O=C(Oc1ccc2c(c1)CCC2)N1CCOCC1
· | -1 | COc1ccc(/C=N/NC(=O)Cn2cnc3ccccc32)c(OC)c1OC
79 | 4 | COc1ccccc1N1CCN(CCCCOc2ccc(F)cc2)CC1
85 | -6 | CCN(c1ccccc1)S(=O)(=O)c1cccc(C(=O)O)c1
134 | 4 | COc1ccc(S(=O)(=O)NC2CCCC2)cc1Br
104 | -6 | NC(=O)COC(=O)c1cc(S(=O)(=O)N2CCOCC2)ccc1N1CCCCC1
107 | 8 | CCOC(=O)/C(C(N)=NCc1ccco1)=C(/O)c1ccccc1
79&94 | 10 | O=C(O)/C=C/c1ccc(O)c(O)c1
· | 1 | COc1ccc(/C(C)=N/N=C2/NC(=O)C(CC(=O)Nc3cccc([N+](=O)[O-])c3)S2)cc1 (centres undefined)
